tim10-1 inh = inhibits growth of tim10-1 mutant yeast; S. cerevisiae tim10-1 ts strain growth, BacTiter-Glo, 24 h; inhibition, % at 20 µM; 330,000 tested, 2.2% active; AID 463190;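 active = inhibition of at least 40%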;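 also: mutant grown at 25 °C; 0% = DMSO wells with yeast and 100% = wells holding no yeast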
GRIN3A LBD mod = NR3A (human) ligand-binding domain modulation | NR3A LBD differential scanning fluorimetry, Tm shift; 0% = protein alone, 100% = glycine-bound protein | Tm shift relative to glycine control, % at 25 µM | 340,000 tested, 2.5% active | AID 1259313;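 active = melting temperature shift of at least 10% of the positive control shift, at one fixed dose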
tim23-1 inh = growth inhibitors of tim23-1 mutant yeast; S. cerevisiae tim23-1 growth, BacTiter-Glo luminescence, 24 h; inhibition, % at 20 µM; 330,000 tested, 1.3% active; AID 463212;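 active = growth inhibition of the mutant yeast at or above 50%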;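 also: temperature-sensitive mutant grown at 25 °C; plate controls were DMSO-treated mutant yeast for no effect and medium wells lacking yeast for full effect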
TIM10 inh = growth inhibitors of TIM10 yeast strain; inhibition, % at 10 µM; 330,000 tested, 1.4% active; AID 463195; S. cerevisiae TIM10 strain growth, BacTiter-Glo luminescence, 24 h;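 active = inhibition of 40% or more at the single tested concentration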;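 also: wild-type TIM10 isogenic control strain grown at permissive 25 °C; 0% = DMSO yeast wells and 100% = minimal medium wells without yeast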
APJ agonist = APJ receptor agonism; CHO-K1 APJ PathHunter beta-arrestin, luminescence; 0% DMSO wells, 100% apelin; P35414; activation, % at 20 µM; 330,000 tested, 0.11% active; AID 2520;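 active = activation more than six SD over the plate average, tested at 20 µM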;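 also: 0% = DMSO alone and 100% = apelin-13 at 10 nM; some results filed as inactive read as strong as hits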
Target sequence (P35414 whole entry, looked up): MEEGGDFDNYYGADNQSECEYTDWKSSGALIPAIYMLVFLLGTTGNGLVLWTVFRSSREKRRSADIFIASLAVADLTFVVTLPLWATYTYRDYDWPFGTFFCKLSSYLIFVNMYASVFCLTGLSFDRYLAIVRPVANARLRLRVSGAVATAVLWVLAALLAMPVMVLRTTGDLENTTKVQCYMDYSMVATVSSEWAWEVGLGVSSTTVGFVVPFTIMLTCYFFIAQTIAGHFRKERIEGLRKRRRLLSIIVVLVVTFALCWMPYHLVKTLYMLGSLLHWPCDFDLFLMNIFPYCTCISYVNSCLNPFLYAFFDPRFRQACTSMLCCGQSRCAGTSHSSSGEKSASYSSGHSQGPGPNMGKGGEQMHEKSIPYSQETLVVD
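Assay system: CHO-K1 cells stably expressing ProLink-tagged human APJ and arrestin–beta-gal acceptor. Compound dosing: 20 µM single point, 1% DMSO. Times: 16-18 h seeding, 90 min dark compound exposure, 60 min detection. Detection: beta-gal luminescence. Evaluation: APJ–arrestin association signal. Controls: negative DMSO alone, positive Apelin-13 at 10 nM.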
CHOP UPR activ = activators of apoptotic arm of unfolded protein response (CHOP); CHO-CHOP luciferase reporter, UPR activation, luminescence; percent of tunicamycin response over DMSO baseline; activation, % at 10 µM; 330,000 tested, 0.34% active; AID 449763;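 active = at 10 µM dose, activation of 40% or more, normalized to positive control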;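 also: 100% = tunicamycin at 10 µg/mL and 0% = DMSO alone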
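System: CHO-CHOP luciferase reporter cell line | Buffer or medium: F12 medium containing 10% fetal bovine serum | Doses: One dose, 10 µM in 0.5% DMSO | Times: 6 h compound exposure at 37 °C after overnight seeding | Signal: Luciferase luminescence | Read-out: % activation vs tunicamycin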
NALP3 yeast inh = inhibitors of NALP3 inflammasome in yeast; 330,000 tested, 0.39% active; Yeast reconstituted NLRP3/ASC/caspase-1, beta-gal luminescence, 24 h; inhibition, % at 10 µM;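 active = inhibition of 50% or more; inactive = inhibition below 50%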;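 also: plate controls were induced DMSO wells for no effect and uninduced yeast grown without galactose for full effect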
Mdm2 MdmX PPI = human Mdm2/MdmX binding inhibition; AID 485346; 330,000 tested, 3% active; SaOS-2 split-luciferase Mdm2/MdmX complementation, luminescence; inhibition, % at 8 µM;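 active = inhibition of at least 50% at 8 µM in the primary screen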
XBP1 UPR activ = adaptive UPR (XBP1) activation. CHO-XBP1 luciferase reporter, IRE1-XBP1 UPR activation, luminescence; percent of tunicamycin response, DMSO as zero. activation, % at 20 µM. 330,000 tested, 0.33% active. AID 463104;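 active = versus positive control, 20 µM dose yields 30% or more activation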;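 also: 100% = tunicamycin at 10 µg/mL and 0% = DMSO only wells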
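Test system: CHO-XBP1 luciferase reporter cells | Buffer or medium: Serum-containing F12 medium, 10% FBS | Schedule: 6 h compound exposure at 37 °C, 5% CO2 | Detection: Steady-Glo luciferase glow luminescence, 10 min after reagent addition | Read-out basis: Activation, % of tunicamycin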
* = called active by the depositor; nt = no result given.

The line under a structure holds: tim10-1 inh	GRIN3A LBD mod	tim23-1 inh	TIM10 inh	APJ agonist	CHOP UPR activ	NALP3 yeast inh	Mdm2 MdmX PPI	XBP1 UPR activ
1) COc1ccc(-c2nc(N)ncc2-c2ccc(OC)c(OC)c2)c(O)c1
→ 14	-2	7	20	-1	2.4	12	33	6
2) N#Cc1nc(COc2ccc(F)cc2)oc1N1CCN(Cc2ccccc2)CC1
→ 26	-2	30	19	-5	-0.1	8	27	-2
3) O=C(CCn1c(=S)[nH]c2ccccc2c1=O)NCCCN1CCCC1=O
→ 12	-2	5	15	-4	-1.7	7	0	0
4) C/C(=N\NC(=O)c1cc(-c2cccc([N+](=O)[O-])c2)n[nH]1)c1ccc(F)cc1
→ 1	63*	-29	-25	2	1.2	-4	22	-1
5) CCc1nccn1-c1cc(C(C)(C)C)nc2c(-c3ccc(Cl)cc3)cnn12
→ 38	-6	20	25	-2	1.5	29	25	-2
6) CC(C)C(C)NC(=O)CN1C(=O)NC2(CCc3ccccc32)C1=O (stereo not given)
→ -9	-2	-5	3	3	-1.5	10	-19	0
7) CCn1c(SCC(=O)C(C)(C)C)nnc1-c1cccnc1
→ 10	1	18	12	-4	-0.2	4	-9	-3
8) Cc1nnc(SCC(=O)Nc2ccccc2)n(N)c1=O
→ 6	2	11	-6	1	-1.8	10	6	0
9) CCC(=O)n1nc(NCc2ccccc2OC)nc1NCc1ccccc1OC
→ 1	-7	5	-3	-1	-4.0	11	29	-5
10) Cc1ccc(S(=O)(=O)C2(S(=O)(=O)c3ccc(C)cc3)CC2)cc1
→ -48	2	-12	-3	-3	-0.4	10	-20	-2
11) O=c1[nH]cnc2c1nc(NCc1ccccc1)n2C1O[C@@H](CO)[C@H](O)[C@@H]1O (stereo not given in full)
→ -16	0	-10	1	-1	1.8	10	20	1
12) Cc1cn(S(=O)(=O)c2ccc(Br)c3ccccc23)cn1
→ -7	nt	-6	-22	1	-1.0	20	5	0
13) Nc1nc(-c2ccccc2)c(-c2ccccc2)n1N
→ 12	-1	9	-1	-2	1.9	-58	-28	7
14) Cn1nc(C(F)(F)F)c(-c2ccc(Br)cc2)c1NC(=O)c1ccco1
→ 40*	0	32	3	-5	-2.8	13	14	5
15) CC1Cc2nc(SCC(=O)Nc3ccc4c(c3)OCO4)n(Cc3ccccc3)c(=O)c2S1 (stereo not given)
→ 21	-3	35	15	-3	4.3	12	-67	5
16) CC(C)=CCN1CCN(Cc2nc(-c3ccccc3)cs2)CC1CCO (stereo not given)
→ -3	1	0	5	-2	-0.9	13	7	-1
17) COC(=O)C1=C(C)NC(C)=C(C(=O)OC)C1C(=O)OCc1nnc(-c2ccccc2)o1
→ 5	2	19	-1	-6	-0.2	27	5	0
18) COC(=O)[C@H](C)NC(=O)Nc1cccc(C(F)(F)F)c1
→ -3	0	4	1	-3	-1.2	21	1	-3
19) CCn1c(SCC(=O)NCc2ccccc2)nc2ccccc2c1=O
→ -18	1	-5	-20	2	-0.2	11	3	-2
20) C[C@@]12CCC[C@@](C)(C(=O)O)C1CC[C@@]13C[C@@H](NCc4ccccc4)[C@@](C)(CCC12)C3 (stereo not given in full)
→ 19	-3	29	22	-1	2.8	27	21	-2
21) Cc1cc(C(C)C)n2c(nc3ccccc32)c1C#N
→ 3	nt	24	13	-3	0.4	2	-4	-1
22) CC(CNC(=O)c1ccc(NC2=NC3CS(=O)(=O)CC3S2)cc1)c1ccccc1 (stereo not given)
→ 6	0	-2	-2	-4	2.6	14	17	-3
23) O=C(O)C1C2C=CC(C2)C1C(=O)Nc1cccc(C(=O)N2CCCCC2)c1 (stereo not given)
→ -5	-1	5	3	1	-0.4	21	9	-5
24) Cc1ccccc1C(=O)NCC(c1ccco1)N1CCc2ccccc21 (stereo not given)
→ 18	nt	27	11	-6	-1.9	18	23	-2
25) CCOC(=O)CN1C(=O)S/C(=C/C=C/c2ccc(N(C)C)cc2)C1=O
→ 27	0	-5	5	-7	3.2	19	9	4
26) Cc1cc(C)c(C#N)c(N2CCCC2)n1
→ -3	-9	16	14	-5	0.1	-9	-7	-1
27) Cc1ccc(C23CC4CC(CC(C(=O)NCC(=O)O)(C4)C2)C3)cc1
→ 10	-1	16	1	-3	2.5	20	-3	-2
28) Cn1c(=O)c2c(nc3n2CC(COc2ccc(Cl)cc2)O3)n(C)c1=O (stereo not given)
→ 4	1	44	9	-4	4.9	12	2	-4
29) COc1ccccc1CN1C(=O)CN(C2CCCCCC2)C(=O)C1c1ccc(F)cc1 (stereo not given)
→ 28	0	25	27	-4	0.0	5	15	0
30) CSc1nsc(SC)c1NC(=O)Nc1ccccn1
→ 17	-3	32	26	-2	0.1	9	24	0

Whole records from above:
`CCC(=O)n1nc(NCc2ccccc2OC)nc1NCc1ccccc1OC` is entered as tim10-1 inh = 1; GRIN3A LBD mod = -7; tim23-1 inh = 5; TIM10 inh = -3; APJ agonist = -1; CHOP UPR activ = -4.0; NALP3 yeast inh = 11; Mdm2 MdmX PPI = 29; XBP1 UPR activ = -5
`CCn1c(SCC(=O)C(C)(C)C)nnc1-c1cccnc1` is entered as tim10-1 inh = 10; GRIN3A LBD mod = 1; tim23-1 inh = 18; TIM10 inh = 12; APJ agonist = -4; CHOP UPR activ = -0.2; NALP3 yeast inh = 4; Mdm2 MdmX PPI = -9; XBP1 UPR activ = -3
`Cc1cc(C(C)C)n2c(nc3ccccc32)c1C#N` is entered as tim10-1 inh = 3; GRIN3A LBD mod = nt; tim23-1 inh = 24; TIM10 inh = 13; APJ agonist = -3; CHOP UPR activ = 0.4; NALP3 yeast inh = 2; Mdm2 MdmX PPI = -4; XBP1 UPR activ = -1

Next structures
The line under a structure holds: tim10-1 inh	GRIN3A LBD mod	tim23-1 inh	TIM10 inh	APJ agonist	CHOP UPR activ	NALP3 yeast inh	Mdm2 MdmX PPI	XBP1 UPR activ
31) CCOC(=O)C1CCCN(C(=O)c2ccc(NC(=O)CC3SC(N4CCCC4)=NC3=O)cc2)C1 (stereo not given)
→ -4	0	-8	-5	3	0.4	1	15	-2
32) COc1ccc(NC(=O)CC2C(=O)N(c3ccccc3)C(=O)N2CCc2cccs2)cc1 (stereo not given)
→ 9	-5	30	11	-2	1.1	6	-1	-3
33) FC(F)(F)c1cc(CCN2CCNC[C@H]2Cc2cccc3ccccc23)cc(C(F)(F)F)c1
→ 36	-18	39	-9	-7	11	14	100*	6
34) Cc1ccc(-n2nc3cc(C)c(NC(=O)c4cccnc4)cc3n2)cc1
→ 0	-2	-1	-11	-1	1.1	-5	29	7
35) O=C(CN1CCN(CC(=O)Nc2ccccc2Cl)CC1)Nc1ccc2c(c1)OCCO2
→ 14	-2	23	1	0	1.5	-4	20	-5
36) Cc1ccc(C(=O)OCc2nnc(-c3ccccc3)o2)cc1S(=O)(=O)N1CCOCC1
→ 5	1	2	-6	-6	0.3	18	-2	-2
37) CCOC(=O)c1c(C)[nH]c(C(=O)CN2C(=O)NC(CC)(c3ccccc3)C2=O)c1C (stereo not given)
→ 3	-6	7	6	4	3.1	11	14	3
38) CCC(C(=O)NC1CCCCC1)N(C(=O)c1snc(C(N)=O)c1N)c1ccc(OC)cc1OC (stereo not given)
→ -3	0	8	19	0	1.2	5	-6	-4
39) Cc1ccc2c(c1)CCCN2CC(=O)Nc1cc(S(=O)(=O)N2CCCC2)ccc1Cl
→ 10	-2	8	2	-2	-0.8	28	17	-1
40) CCc1ccc(NC(=O)CSC2=C(C#N)C(c3ccc4c(c3)OCO4)CC(=O)N2)cc1 (stereo not given)
→ 9	nt	-3	3	3	-1.1	9	11	0
41) Cc1cccc(C(=O)N[C@H](C(=O)Nc2cccc(S(=O)(=O)N3CCCC3)c2)C(C)C)c1
→ 3	-1	13	-3	-2	1.9	16	22	1
42) COc1ccc(C(=O)COC(=O)Cc2n[nH]c(=O)c3ccccc23)c(OC)c1
→ -4	-1	-4	-6	0	-0.1	4	9	3
43) O=[N+]([O-])c1ccc(-c2csc(Nc3ccccc3)[n+]2Cc2ccccc2)cc1
→ 20	-2	5	4	-1	1.7	31	-5	-2
44) CCOC(=O)c1cc(S(=O)(=O)N2CCN(C(=O)OCC)CC2)cn1C
→ 13	-1	20	8	-2	-5.5	19	5	2
45) Cc1cc(OCC(=O)NNC(=O)CCc2ccccc2)ccc1Br
→ 0	-4	-15	-17	-3	-0.9	12	26	1
46) COc1ccc(CN(CCN(C)C)Cc2ccccc2)c(OC)c1
→ 8	-3	3	3	-4	-1.6	-5	-4	1
47) O=C(CSS(=O)(=O)O)N1CCN(C(=O)c2ccoc2)CC1
→ -11	1	-6	6	-2	0.9	14	-12	-1
48) O=C(Cc1ccc(F)cc1)Nc1nnc(SCC(=O)NC2CCCC2)s1
→ 5	-1	-20	-16	-5	-0.2	-4	26	2

2 entries drawn at random from the list so far, as already listed:
The line under a structure holds: tim10-1 inh	GRIN3A LBD mod	tim23-1 inh	TIM10 inh	APJ agonist	CHOP UPR activ	NALP3 yeast inh	Mdm2 MdmX PPI	XBP1 UPR activ
6) CC(C)C(C)NC(=O)CN1C(=O)NC2(CCc3ccccc32)C1=O (stereo not given)
→ -9	-2	-5	3	3	-1.5	10	-19	0
7) CCn1c(SCC(=O)C(C)(C)C)nnc1-c1cccnc1
→ 10	1	18	12	-4	-0.2	4	-9	-3

Copied from the list:
In GRIN3A LBD mod, #38 reads 0
In CHOP UPR activ, #48 reads -0.2

Rows were taken by chance. Share with any hit: about 8.2%.
